Screening data (PubChem)
SKKanGAS inh: blocks kanamycin growth of S. pyogenes SKKanGAS strain. 300,000 tested, 1.3% active. AID 1662. inhibition, % at 7.5 µM. BacTiter-Glo, 6 h;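 active means mean replicate score, as percent of positive control median, at least 50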;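 further: strain carries kanamycin resistance gene driven by streptokinase promoter and grows in 40 µg/ml kanamycin; loss of luminescence reflects streptokinase promoter inhibition or plain growth inhibition; 0% = median of DMSO wells and 100% = positive control at its reference dose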
RGS4 pot: RGS4 potentiation or activation | AID 463111 | B-score at 10 µM | HEK293 M3R/inducible RGS4, carbachol calcium flux Fluo4; active compounds read low | 310,000 tested, 0.92% active;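 active means B-score of the integrated calcium signal more than 4 SD below the library mean, with starting fluorescence not abnormally high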;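 further: negative B-score means reduced calcium response which marks RGS4 activation or potentiation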
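System – HEK293 FlpIn-TREx cells, stable M3R, doxycycline-inducible RGS4 · Reagent – ECmax carbachol challenge · Times – compound preincubation 20 min at room temperature before agonist · Technique – Fluo4 fluorescence kinetic imaging of calcium · Measure – B score of integrated Fluo4 ratio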
HDAC3 inh: blocks human histone deacetylase 3 | O15379 | recombinant HDAC3, fluorogenic peptide/trypsin coupled, fluorescence | inhibition, % at 8.3 µM | 320,000 tested, 0.15% active; in the data active means inhibition above about 26%, passing the limit was not always enough
Target sequence (O15379 whole entry, looked up): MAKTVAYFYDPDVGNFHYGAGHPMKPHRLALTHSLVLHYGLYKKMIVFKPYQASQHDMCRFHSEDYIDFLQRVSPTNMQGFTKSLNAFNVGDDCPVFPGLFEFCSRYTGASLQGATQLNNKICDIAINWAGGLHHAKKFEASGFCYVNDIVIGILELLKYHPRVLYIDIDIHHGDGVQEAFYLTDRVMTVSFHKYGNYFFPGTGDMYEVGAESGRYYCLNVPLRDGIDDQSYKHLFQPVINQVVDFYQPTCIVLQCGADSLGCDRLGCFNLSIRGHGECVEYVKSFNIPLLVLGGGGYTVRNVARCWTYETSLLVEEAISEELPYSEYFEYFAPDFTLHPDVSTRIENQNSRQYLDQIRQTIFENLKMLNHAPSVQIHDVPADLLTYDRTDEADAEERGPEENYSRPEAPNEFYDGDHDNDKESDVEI
MrgX1 antagonist: human MrgX1 receptor antagonism, primary screen | Q96LB2 | MRGX1-HEK293 calcium flux, Fluo-4, BAM8-22 antagonism; active compounds read low | B-score at 10 µM | 310,000 tested, 1.3% active;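 active means calcium-response B-score plate-corrected more than 3 library SD below zero, starting fluorescence within 5 deviations, no agonist response on first addition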;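 further: peak minus trough fluorescence over baseline after final BAM8-22 challenge near maximal dose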
Target sequence (Q96LB2 whole entry, looked up): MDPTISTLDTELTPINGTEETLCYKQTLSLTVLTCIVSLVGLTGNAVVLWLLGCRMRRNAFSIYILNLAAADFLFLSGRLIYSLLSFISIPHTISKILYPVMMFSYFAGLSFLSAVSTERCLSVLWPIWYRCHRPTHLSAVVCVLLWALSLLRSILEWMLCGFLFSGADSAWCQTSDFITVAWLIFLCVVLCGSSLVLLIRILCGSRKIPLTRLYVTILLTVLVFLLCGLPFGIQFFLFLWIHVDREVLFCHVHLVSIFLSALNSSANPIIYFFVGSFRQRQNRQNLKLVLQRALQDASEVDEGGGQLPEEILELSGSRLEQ
ANO1 activ: activates or potentiates the mouse TMEM16A chloride channel; Q8BHY3; HEK293 TMEM16A/YFP-H148Q/I152L, iodide quench fluorescence; active compounds read low; B-score at 10 µM; 340,000 tested, 0.3% active;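 active means fluorescence-ratio B-score plate-corrected deviation score at least 3 library SD below zero, with starting fluorescence score within 5 deviations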;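 further: channel opened by trigger with iodide after compound preincubation; score built on the fluorescence ratio of max minus min over baseline; more negative score means more quench and so TMEM16A activation or potentiation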
TRPC6 act: activates the mouse TRPC6 cation channel; Q61143; HEK293-TRPC6 membrane potential dye fluorescence; active compounds read high; B-score at 10 µM; 310,000 tested, 0.13% active;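 active means B-score of the integrated fluorescence ratio above library mean plus 3 SD, and starting fluorescence ratio within library mean plus 5 SD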;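 further: higher score means more depolarization so channel activation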
TMEM16A inh: mouse TMEM16A channel inhibition, primary screen; 310,000 tested, 1.2% active; HEK293 TMEM16A/YFP iodide influx fluorescence, ionomycin; AID 588511; Q8BHY3; normalized B-score (activity score, 25-100; higher = stronger inhibition) at 10 µM;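 active means ratio plate-corrected score three or more library SD toward inhibition, starting fluorescence score within five deviations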;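 further: score derived from kinetic fluorescence span divided by baseline fluorescence per well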
TRPC6 inh: inhibitors of mouse TRPC6 channel | B-score at 10 µM | Q61143 | 310,000 tested, 1.1% active | HEK293-TRPC6, membrane potential dye, ACh-evoked depolarization; active compounds read low;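 active means B-score under library mean minus 3 SD, initial fluorescence not abnormally high, positive integrated signal ratio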;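 further: B-score derived from integrated fluorescence ratio over the kinetic read; more negative B-score means stronger inhibition of depolarization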
MrgX1 allo act: human MrgX1 positive allosteric modulation, primary screen; MrgX1-HEK293, Fluo-4 calcium flux, FDSS; active compounds read high; B-score at 10 µM; 310,000 tested, 0.63% active;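 active means plate-corrected calcium response at least 3 library SD above typical, normal starting fluorescence, not activating the receptor alone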;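 further: compound read alongside a low EC10 to EC30 dose of BAM8-22 agonist; peak minus trough fluorescence over baseline measured at the second addition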
MrgX1 ag: activates human MrgX1 receptor signaling; Q96LB2; MrgX1-HEK293 cells, Fluo-4 calcium fluorescence, agonist mode; active compounds read high; B-score at 10 µM; 310,000 tested, 0.44% active; AID 588627;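 active means calcium response B-score plate-corrected fluorescence ratio at least 3 library SD, with starting fluorescence B-score inside 5 SD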
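System – MrgX1-expressing HEK293 cells · Incubation – cells plated overnight, dye loaded 0.5 h 37 °C, 0.5 h room temperature · Technique – kinetic Fluo-4 NW fluorescence of intracellular calcium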
RGS4 block: human RGS4 inhibition. AID 463165. HEK293 M3R/RGS4 inducible, Fluo-4 calcium flux; active compounds read high; triggered by carbachol at its EC20. 310,000 tested, 0.45% active. B-score at 10 µM. P49798;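 active means B-score, a plate-corrected calcium signal, over three deviations above library mean, with baseline fluorescence within five deviations of library mean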;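 further: RGS4 expression induced by doxycycline in cells with stable M3 receptor; B-score is computed from the integrated fluorescence ratio over baseline after carbachol; higher B-score means a larger calcium signal and so more RGS4 inhibition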
Target sequence (P49798 whole entry, looked up): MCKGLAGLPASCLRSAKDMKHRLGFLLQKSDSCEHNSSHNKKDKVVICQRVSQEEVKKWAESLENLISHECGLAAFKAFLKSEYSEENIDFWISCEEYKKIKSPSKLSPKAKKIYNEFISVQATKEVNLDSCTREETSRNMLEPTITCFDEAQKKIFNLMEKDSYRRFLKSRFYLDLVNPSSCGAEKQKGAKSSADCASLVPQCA
* = called active by the depositor; i = inactive; · = not tested or not shown. This is a random part of the collection; about 6.7% have a hit in one of these screens.

1) O=S(=O)(NC(=NC1CCCCC1)c1ccccc1)c1ccc(F)cc1
2) O=C(CCCOc1ccc(Cl)cc1Cl)n1nnc2ccccc21
3) CCCCNc1ncnc2c1cnn2-c1ccc(C)cc1C
4) Nc1nc2ncc(CNc3ccc(C(=O)N[C@@H](CCC(=O)O)C(=O)O)cc3)nc2c(=O)[nH]1
5) OCCNCC(O)Cn1ccc2ccccc21 (stereo not drawn)
6) CCn1c(SCC(N)=O)nnc1-c1ccc2[nH]c(C)c(C)c2c1
7) COc1cc(C(=O)Oc2ccc(C(=S)N3CCOCC3)cc2)cc(OC)c1OC
8) CCOc1ccc2nc(N3CCCN(C(=O)Nc4ccccc4C)CC3)c(C#N)cc2c1

compound no.	1	2	3	4	5	6	7	8
SKKanGAS inh	-12	-1	5	0	7	3	-3	12
RGS4 pot	i	i	i	i	i	i	i	i
HDAC3 inh	-4	2	2	-32	-4	8	6	4
MrgX1 antagonist	i	i	i	i	i	i	i	i
ANO1 activ	i	i	i	i	·	i	i	i
TRPC6 act	i	i	i	i	i	i	i	i
TMEM16A inh	i	i	i	i	i	i	i	i
TRPC6 inh	i	i	i	i	i	i	i	i
MrgX1 allo act	i	i	i	i	i	i	i	i
MrgX1 ag	i	i	i	i	i	i	i	i
RGS4 block	i	i	i	i	i	i	i	i

Sorted by count of non-hydrogen atoms (falling): part of the list above
8) CCOc1ccc2nc(N3CCCN(C(=O)Nc4ccccc4C)CC3)c(C#N)cc2c1
7) COc1cc(C(=O)Oc2ccc(C(=S)N3CCOCC3)cc2)cc(OC)c1OC
1) O=S(=O)(NC(=NC1CCCCC1)c1ccccc1)c1ccc(F)cc1
6) CCn1c(SCC(N)=O)nnc1-c1ccc2[nH]c(C)c(C)c2c1
3) CCCCNc1ncnc2c1cnn2-c1ccc(C)cc1C
5) OCCNCC(O)Cn1ccc2ccccc21 (stereo not drawn)

compound no.	8	7	1	6	3	5
SKKanGAS inh	12	-3	-12	3	5	7
RGS4 pot	i	i	i	i	i	i
HDAC3 inh	4	6	-4	8	2	-4
MrgX1 antagonist	i	i	i	i	i	i
ANO1 activ	i	i	i	i	i	·
TRPC6 act	i	i	i	i	i	i
TMEM16A inh	i	i	i	i	i	i
TRPC6 inh	i	i	i	i	i	i
MrgX1 allo act	i	i	i	i	i	i
MrgX1 ag	i	i	i	i	i	i
RGS4 block	i	i	i	i	i	i

(listing goes on)
9) C=CCNC(=O)C1CC(=O)N(c2ccc(OCC(=O)Nc3c(C)cccc3C)cc2)C1 (stereo not drawn)
10) Cc1cc2nc(C)n(CCCNC(=O)Nc3ccccc3)c2cc1C
11) CCn1c(C)nc2cc(C(=O)NNC(=S)Nc3ccc(C)cc3)ccc21
12) CC(Sc1nncs1)C(=O)Nc1ccc2c(c1)OCO2 (stereo not drawn)
13) Cc1cc(=O)[nH]c(NN)n1
14) CC(Cc1cccnc1)NC(=O)CCc1nnc(-c2ccccc2)o1 (stereo not drawn)
15) CCCCCc1nc(-c2nonc2N)no1
16) CN(Cc1ccccc1)C(=O)COC(=O)c1cc(Cl)nc(Cl)c1

compound no.	9	10	11	12	13	14	15	16
SKKanGAS inh	-4	-8	2	3	1	0	-4	3
RGS4 pot	i	i	i	i	i	i	i	i
HDAC3 inh	1	3	8	3	-9	4	-4	2
MrgX1 antagonist	i	i	i	i	i	i	i	i
ANO1 activ	i	i	i	i	i	i	i	i
TRPC6 act	i	i	i	i	i	i	i	i
TMEM16A inh	i	i	i	i	i	i	i	i
TRPC6 inh	i	i	i	i	i	i	i	i
MrgX1 allo act	i	i	i	i	i	i	i	i
MrgX1 ag	i	i	i	i	i	i	i	i
RGS4 block	i	i	i	i	i	i	i	i

Next section (2 carried over from the part before).
15) CCCCCc1nc(-c2nonc2N)no1
16) CN(Cc1ccccc1)C(=O)COC(=O)c1cc(Cl)nc(Cl)c1
17) Cc1ccc(Nc2nc3ccccc3s2)cc1
18) Cc1ccc(-c2noc(CCC(=O)NCCc3ccccc3Cl)n2)cc1
19) COc1cccc(CN2CCN(Cc3c(C)nn(C(C)C)c3C)CC2CCO)c1 (stereo not drawn)
20) Cc1cc(S(=O)(=O)N2CCCCC2)ccc1OCC(=O)N1CCOCC1
21) COC(=O)c1ccc(NS(=O)(=O)c2cccc3cccnc23)cc1
22) Cc1ccccc1CN1C(=O)[C@@H]2Cc3c([nH]c4ccccc34)C(C)(C)N2C1=O
23) COc1ccc(C2c3[nH]c4ccccc4c3CCN2C(=O)c2cc3ncccn3n2)c(F)c1 (stereo not drawn)
24) CCNC(=S)Nc1cc(C)ccn1

compound no.	15	16	17	18	19	20	21	22	23	24
SKKanGAS inh	-4	3	2	·	0	15	-2	13	8	-2
RGS4 pot	i	i	i	·	i	i	i	i	i	i
HDAC3 inh	-4	2	8	8	-4	-3	3	-1	4	2
MrgX1 antagonist	i	i	i	i	i	i	i	i	i	i
ANO1 activ	i	i	i	i	i	i	i	i	i	i
TRPC6 act	i	i	i	·	i	i	i	i	i	i
TMEM16A inh	i	i	i	i	i	i	i	i	i	i
TRPC6 inh	i	i	i	·	i	i	i	i	i	i
MrgX1 allo act	i	i	i	i	i	i	i	i	i	i
MrgX1 ag	i	i	i	i	i	i	i	i	i	i
RGS4 block	i	i	i	·	i	i	i	i	i	i

25) Cc1ccc(CNC(=O)CCc2cn(C)c3ccccc23)cc1
26) COc1ccccc1N1CCN(C(=O)CCC(=O)N2CCN(c3ccc(F)cc3)CC2)CC1
27) Cc1c(C(=O)Oc2ccc(Cl)cc2)n(C)oc1=O
28) CSc1nnc(C)c(=O)n1COC(=O)COc1ccccc1C
29) Cn1c(=N)n(CC(O)c2cccc3ccccc23)c2ccccc21 (stereo not drawn)
30) O=C(NCc1ccco1)C1c2ccccc2Oc2ccccc21
31) CCCCNC(=O)c1onc(CS(=O)(=O)c2ccccn2)c1C(=O)NCCCC
32) COc1ccc(/C=N/Nc2ccc(C(=O)O)cc2)c(OC)c1OC

compound no.	25	26	27	28	29	30	31	32
SKKanGAS inh	-2	-1	-3	7	-2	-4	·	4
RGS4 pot	i	i	i	i	i	i	·	i
HDAC3 inh	4	-3	0	·	-6	5	4	2
MrgX1 antagonist	i	i	i	i	i	i	i	i
ANO1 activ	i	i	i	i	i	i	i	i
TRPC6 act	i	i	i	i	i	i	·	i
TMEM16A inh	i	i	i	i	i	i	i	i
TRPC6 inh	i	i	i	i	i	i	·	i
MrgX1 allo act	i	i	i	i	i	i	i	i
MrgX1 ag	i	i	i	i	i	i	i	i
RGS4 block	i	i	i	i	i	i	·	i

33) CC(=O)N[C@@H](Cc1c[nH]c2ccccc12)C(=O)NCc1ccccc1
34) Cn1ccnc1SCC(=O)Nc1ccc(Br)cc1C(F)(F)F
35) CC(C)CCNC(=O)[C@@H](NC(=O)c1c(F)cccc1F)C(C)C
36) O=C(Cc1c(Cl)cccc1Cl)Nc1cccnc1
37) Cn1c(NC(=O)c2ccco2)c(-c2ccccc2Cl)c(=O)c2ccccc21
38) COC(=O)C(C(=O)Nc1cc(C)on1)C1CCCCCC1 (stereo not drawn)
39) COc1cccc(-c2nnc(SCC(=O)Nc3ccc(OC)c(OC)c3)n2N)c1
40) COCCn1nnnc1C(C(C)C)N(Cc1cccnc1)Cc1cc2cc(OC)ccc2[nH]c1=O (stereo not drawn)

compound no.	33	34	35	36	37	38	39	40
SKKanGAS inh	0	19	-3	3	-2	-1	5	-10
RGS4 pot	i	i	i	i	i	i	i	i
HDAC3 inh	-1	-4	1	-2	3	2	2	7
MrgX1 antagonist	i	-5.9*	i	i	i	i	i	i
ANO1 activ	i	i	i	i	i	i	i	i
TRPC6 act	i	i	i	i	i	i	i	i
TMEM16A inh	i	i	i	i	i	i	i	i
TRPC6 inh	i	i	i	i	i	i	i	i
MrgX1 allo act	i	i	i	i	i	i	i	i
MrgX1 ag	i	i	i	i	i	i	i	i
RGS4 block	i	i	i	i	i	i	i	i

41) Cc1cccc(OS(=O)(=O)NC(=O)OCC2CCCN3CCCCC23)c1 (stereo not drawn)
42) COc1ccccc1N1CCN(C(=O)c2ccc(S(=O)(=O)N3CCCCC3)cc2)CC1
43) Cc1ccc(NCc2ccccc2O)cc1C
44) CCc1c(C(=O)N/N=C/c2sccc2C)nnn1-c1nonc1N
45) COc1cccc(C2C(C(C)=O)=C(O)C(=O)N2CCc2c[nH]c3ccccc23)c1 (stereo not drawn)
46) Cc1ccc(NC(=O)CSc2nc3ccccc3c(=O)n2CCCN2CCCCC2)cc1Cl
47) CN(CCOC(=O)CN1C(=O)c2ccccc2C1=O)C1=NS(=O)(=O)c2ccccc21
48) CS(=O)(=O)OCCCCOS(C)(=O)=O

compound no.	41	42	43	44	45	46	47	48
SKKanGAS inh	3	1	-8	-2	6	3	18	-4
RGS4 pot	i	i	i	i	i	i	i	i
HDAC3 inh	2	-3	6	-1	7	6	9	1
MrgX1 antagonist	i	i	i	i	i	i	i	i
ANO1 activ	i	i	i	i	i	i	·	i
TRPC6 act	i	i	i	i	i	i	i	i
TMEM16A inh	i	i	i	i	i	i	i	i
TRPC6 inh	i	i	i	i	i	i	i	i
MrgX1 allo act	i	i	i	i	i	i	i	i
MrgX1 ag	i	i	i	i	i	i	i	i
RGS4 block	i	i	i	i	i	i	i	i

49) O=C(c1ccccc1)c1cccc[n+]1[O-]
50) CC(C)CC(NC(=O)CCl)c1ccccc1 (stereo not drawn)
51) COc1ccc(S(=O)(=O)N2CCc3ccccc3C2)cc1
52) Cn1cc(S(=O)(=O)N2CCCC2)cc1C(=O)N1CCN(c2cccc(Cl)c2)CC1
53) CCOC(=O)c1[nH]c2cc3c(cc2c1NC(=O)CN1CCCCC1C)OCO3 (stereo not drawn)
54) Cc1ccc(/C=N/NC(=O)c2cc(-c3ccccc3)nc3ccccc23)o1

compound no.	49	50	51	52	53	54
SKKanGAS inh	-1	-9	10	-9	4	10
RGS4 pot	i	i	i	i	i	i
HDAC3 inh	-3	0	2	4	-40	3
MrgX1 antagonist	i	i	i	i	i	i
ANO1 activ	i	i	i	i	·	i
TRPC6 act	i	i	i	i	i	i
TMEM16A inh	i	i	i	i	i	i
TRPC6 inh	i	i	i	i	i	i
MrgX1 allo act	i	i	i	i	i	i
MrgX1 ag	i	i	i	i	i	i
RGS4 block	i	i	i	i	i	i
